PABP1 MLLE inh – blocks PAM2 peptide binding to the PABP1 MLLE domain | 360,000 tested, 0.36% active | GST-MLLE / FITC-PAM2 fluorescence polarization | inhibition, % at 20 µM | P11940; in the data active = inhibition above about 35%, passing the limit was not always enough;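 note: plate controls were DMSO wells with GST-MLLE for no effect and wells lacking GST-MLLE protein for full effect; some results filed as inactive read as strong as hits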
eLon inh – inhibitors of E. coli Lon protease | P0A9M0 | purified E. coli Lon protease, fluorescence polarization | inhibition, % at 7.94 µM | 360,000 tested, 0.42% active; in the data active = inhibition above about 13%, passing the limit was not always enough;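 note: 0% = enzyme with probe and DMSO and 100% = no enzyme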
FAS-TE inh – inhibitors of human fatty acid synthase thioesterase domain. P49327. recombinant FAS-TE, OMFH fluorogenic substrate, fluorescence endpoint. inhibition, % at 15 µM. 360,000 tested, 0.67% active. AID 602261;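 active = compounds whose normalised, plate-corrected inhibition of enzyme fluorescence in the single-dose primary screen is 50% or more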;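 note: 0% = DMSO with enzyme and 100% = substrate without enzyme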
Tb MetRS inh – Trypanosoma brucei MetRS inhibition; inhibition, % at 11.9 µM; AID 624268; 360,000 tested, 0.4% active; purified T. brucei MetRS, ATP depletion, Kinase-Glo luminescence;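 active = inhibition above a per-plate cutoff of the control wells' mean inhibition plus 3 SD, cut at about 5.5% in these data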;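 note: 0% = DMSO wells median and 100% = median of wells with control inhibitor compound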
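Material – parasite MetRS enzyme · Medium – HEPES-MgCl2-KCl buffer plus DTT, spermine, BSA, pyrophosphatase · Reagent – ATP, methionine and E. coli bulk tRNA substrates · Times – 15 min enzyme-compound preincubation, 2 h reaction, 10 min detection, 25 °C · Measured by – luminescence of leftover ATP · Evaluation – percent inhibition relative to median high and low control wells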
Neddylation inh – blocks human cullin neddylation | P61081+Q13564 | 360,000 tested, 0.58% active | calls only at 25 µM | AID 651699 | TR-FRET cullin neddylation, biochemical; in the data active = inhibition above about 36%
MsrA act – bovine methionine sulfoxide reductase A activation. purified bovine MsrA, absorbance read-out. activation, % at 10.6 µM. 360,000 tested, 0.3% active; in the data active = activation above about 7.5%;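 note: 0% = vehicle and 100% = reference activator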
MsrA inh – inhibitors of bovine MsrA; purified bovine MsrA, absorbance read-out; inhibition, % at 15.5 µM; 360,000 tested, 0.75% active; AID 651718; in the data active = inhibition above about 4.5%;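 note: 0% = vehicle wells with enzyme and 100% = reference inhibitor wells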
Rin1 Abl inh – blocks binding of human Rin1 to Abl. P00519+Q13671. TR-FRET Rin1/Abl binding, biochemical. AID 588664. 360,000 tested, 0.4% active. inhibition, % at 7.35 µM; in the data active = inhibition above about 5%, passing the limit was not always enough
CSN deneddyl inh – blocks human CSN-mediated cullin deneddylation | inhibition, % at 12.5 µM | Purified CSN, SCF-Nedd8-OG deneddylation, fluorescence polarization | AID 651999 | 360,000 tested, 0.38% active | Q92905;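 active = pattern-corrected inhibition above about 35%, with an unprinted fluorescence ratio check between 0.5 and 1.5, limit read from the data, passing the limit was not always enough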;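 note: 0% = enzyme with substrate and 100% = substrate without enzyme; some results filed as inactive read as strong as hits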
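Assay system: purified human Csn5 enzyme expressed in HEK293T cells; Input: 0.24 nM Csn5 enzyme, final concentration; Reagent: 10 nM SCFSkp2-Nedd8OG; Compound dosing: 12.5 µM single point; Times: reaction 90 min, room temperature; Technique: fluorescence polarization readout.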
* = called active by the depositor; i = inactive; . = not tested or not shown; + = active, no number.

compound,PABP1 MLLE inh,eLon inh,FAS-TE inh,Tb MetRS inh,Neddylation inh,MsrA act,MsrA inh,Rin1 Abl inh,CSN deneddyl inh
CC1(C(=O)NS(=O)(=O)c2ccc(C#N)cc2)CCN1C(=O)C1CCCCC1 (centres undefined),8,-12,12,0.7,i,-1,-2.0,-1,2
COCCNC(=S)N(CCc1c(C)[nH]c2ccc(F)cc12)Cc1cccs1,-149,-9,23,0.1,i,1,-0.5,0,-2
O=C(C1CC1)N1CCN(c2ccnc3cc(Cl)ccc23)CC1,3,-15,-4,0.6,i,-2,-0.1,-5,-2
CCCNc1nc(Nc2ccc(C)c(Cl)c2)c2cnn(C)c2n1,3,9,6,-0.8,i,4,-0.4,1,0
N#Cc1ccc(NC(=O)NN2CCCCCC2)cc1,0,-6,0,0.0,i,-4,-1.0,-1,-5
CCOCCCNC(=O)CN1C(=O)/C(=C\c2ccc(C)cc2)Sc2ccccc21,15,15,12,0.0,i,-2,-0.5,-4,-2
O=C1CN(C(=O)COc2ccc(F)cc2Cl)c2ccccc2N1,-8,-1,2,-0.4,i,-3,-2.1,-2,3
CN(C)C(CNC(=O)CCCN1C(=O)c2cccc3cccc(c23)C1=O)c1ccccc1 (centres undefined),9,9,-5,-0.4,i,-1,3.1,-6,-5
COc1ccc(OCCN2C(=O)c3cccc(N)c3C2=O)cc1,-9,0,2,-0.3,i,-1,0.5,2,-3
FC(F)(F)COc1nc(N2CCCCC2)nc(N2CCNCC2)n1,7,-5,-8,-1.1,i,-3,-1.2,3,3

compound,PABP1 MLLE inh,eLon inh,FAS-TE inh,Tb MetRS inh,Neddylation inh,MsrA act,MsrA inh,Rin1 Abl inh,CSN deneddyl inh
CCn1ccc(C(=O)Oc2ccc(Cl)cc2)n1,1,-6,-3,-0.5,i,-7,-0.2,0,-2
O=C(COC(=O)CSc1ccc(Cl)cc1)Nc1ccccc1,-2,-5,2,0.7,i,-7,0.4,-1,2
CC(C)(C)OC(=O)N/N=C/c1ccc(C(=O)O)cc1,-11,-6,-12,0.5,i,-2,1.7,0,0
O=c1oc(-c2ccccc2[N+](=O)[O-])nc2ccccc12,5,4,41,-0.6,i,-4,-0.3,-4,2
O=C(O)c1ccc(Cl)c(S(=O)(=O)Nc2ccc3[nH]c(=O)[nH]c3c2)c1,2,-9,-2,0.1,i,-1,0.5,0,0
O=C1C(c2cc(=O)c3ccccc3[nH]2)=C(O)c2ccccc21,-5,3,-4,-0.6,i,-8,2.6,-1,2
Cc1ccc2oc(=O)n(Cc3ccccc3)c2c1,-2,-13,6,0.4,i,-3,0.1,0,3
CC1CCCCN1C(=O)COC(=O)c1cc(-c2cccs2)nn1-c1ccccc1 (centres undefined),-6,-7,14,-0.3,i,-1,-1.7,2,5
Cc1ccc(Nc2nnns2)cc1,29,4,-15,-0.8,i,-5,0.2,5,0
COc1cccc(NC(=O)c2cnn(-c3ccccc3)c2C)c1,-1,4,0,-0.4,i,-1,-1.3,0,5

compound,PABP1 MLLE inh,eLon inh,FAS-TE inh,Tb MetRS inh,Neddylation inh,MsrA act,MsrA inh,Rin1 Abl inh,CSN deneddyl inh
Cc1ccnc2nc(C(=O)OCC(=O)Nc3ccc4c(c3)OCCO4)nn12,-1,-5,-6,-0.1,i,0,-0.1,0,0
Cc1csc(=O)n1CCC(=O)OC(C)C(=O)NCc1ccccc1 (centres undefined),16,-1,-2,0.1,i,-1,0.3,1,1
COC(=O)Cc1ccc(NC(=S)NC2CC2)cc1,-4,-4,-5,-1.1,i,-6,-1.1,0,-2
COc1ccc(OC)c(S(=O)(=O)Nc2ccc(-c3ccc4nncn4n3)cc2)c1,39,-6,-2,0.5,i,-3,0.6,-1,3
CC(=O)N1CCc2cc(S(=O)(=O)CCC(=O)NCc3cccs3)ccc21,0,-9,-6,-0.4,i,-6,-1.2,1,-2
CCOc1cnn(-c2ccccc2)c(=O)c1Cl,12,-2,-3,-0.8,i,-1,-0.3,0,-1
CN1CCN(S(=O)(=O)c2cccc([N+](=O)[O-])c2)CC1,2,8,-5,0.4,i,-1,.,2,3
CCN(Cc1nc2cc(Cl)ccc2c(=O)[nH]1)C(=O)COc1ccccc1Cc1ccccc1,-3,-4,26,0.4,i,-2,-0.1,2,-1
Nc1[nH]n2c(=O)cc(-c3ccccc3)nc2c1N=Nc1ccc(S(N)(=O)=O)cc1,-15,-10,-4,-1.6,i,-15,2.6,-2,-7
CN(C)c1ccc(NC(=O)N2CCOCC2)cc1,-19,-4,-10,-0.5,i,-7,1.5,0,1

compound,PABP1 MLLE inh,eLon inh,FAS-TE inh,Tb MetRS inh,Neddylation inh,MsrA act,MsrA inh,Rin1 Abl inh,CSN deneddyl inh
COc1ccc(CNS(=O)(=O)c2cc3c4c(c2)CCN4C(=O)CC3)cc1,3,-7,-6,0.0,i,-2,-1.1,-4,-4
COc1cccc2c1OCC(C(=O)Nc1nccs1)=C2,-6,0,0,-0.8,i,-5,1.7,1,0
N#CCCN(C(=O)CSc1nc2nc(-c3cccs3)cc(C(F)(F)F)c2c(=O)[nH]1)c1ccccc1,-30,-2,-1,-0.9,i,-1,3.2,-2,2
Cc1ccc(C(=O)O/N=C(\N)c2ccccn2)c(Cl)c1,0,-9,-3,-2.5,i,5,-0.9,-1,2
Cc1c(N=Cc2c(O)n(Cc3ccco3)c(=O)c3ccccc23)c(=O)n(-c2ccccc2)n1C,-3,4,38,0.2,i,-3,1.8,-3,7
C=CCn1c(Cc2cccs2)nnc1SCC(=O)c1ccc(F)cc1,-39,-6,-4,-0.1,i,3,0.7,1,4
COc1ccc(Cl)cc1NC(=O)CSc1nc(N2CCCCC2)nc(N2CCCCC2)n1,-13,7,19,-0.3,i,-5,-0.2,-2,-2
COc1ccc(Br)cc1/C=C/C(=O)Nc1ccc(C)cc1,2,6,24,0.2,i,-2,1.5,1,-2
OCC(Cc1ccccc1)Nc1c2ccccc2nc2ccccc12 (centres undefined),22,13,-1,0.7,+,-1,0.0,-9,-12
CCOc1ccc(N2C(=O)C3C(c4ccccc4)=NN(c4ccccc4)C3C2=O)cc1 (centres undefined),3,-6,34,-0.1,.,-3,1.4,0,-2

compound,PABP1 MLLE inh,eLon inh,FAS-TE inh,Tb MetRS inh,Neddylation inh,MsrA act,MsrA inh,Rin1 Abl inh,CSN deneddyl inh
Cc1ccc(-n2nnc3c(=O)n(CC(N)=O)cnc32)cc1,-6,1,-5,-0.6,i,0,-1.2,4,-1
O=C(Nc1cc(Cl)ccc1N1CCCC1)C1=COCCO1,13,-3,4,-0.4,i,0,-0.8,-1,4
CN(C)c1ccc(N/C=C/C(=O)C(C)(C)C)cc1,2,2,-5,0.1,i,1,-0.7,-2,-5
c1ccc(N2CC[N+]3(CCCC3)CC2)nc1,6,-3,-8,-0.1,i,-5,0.4,2,4
CCOc1ccc(C(=O)CCC(=O)NNC(=O)CCN2CCN(c3ccccc3)CC2)cc1,-2,-8,-6,-0.2,i,-1,-0.6,-1,2
CSc1nc2ccccc2s1,-4,0,-9,-1.0,i,-12,0.6,-3,3
O=S1(=O)N=C(c2ccccc2)C=C(c2ccccc2)N1,-9,-9,-11,-0.2,i,-5,1.2,-1,5
CCOP(=O)(OCC)C(Nc1cc(Cl)cc(Cl)c1)c1cccc(O)c1 (centres undefined),2,3,4,2.1,i,-5,-0.3,-2,4
Cn1c(CC(=O)Nc2ccccc2F)nnc1SCC(=O)Nc1nccs1,0,7,-7,-0.8,i,-6,-0.1,2,5
CCCCN1/C(=C/c2cccc[n+]2C)Sc2cc(NC(C)=O)ccc21,-142,7,-4,0.4,i,-1,0.4,-2,6

compound,PABP1 MLLE inh,eLon inh,FAS-TE inh,Tb MetRS inh,Neddylation inh,MsrA act,MsrA inh,Rin1 Abl inh,CSN deneddyl inh
NCC(O)CN1CCN(Cc2ccccc2)CC1 (centres undefined),-5,7,-1,-0.3,i,0,-2.0,0,2
CCNc1nc(NC(C)C)nc(Oc2ccc(/C=N/O)cc2)n1,1,-6,-9,0.2,i,-7,0.7,-1,2
CC(C)(C)C(=O)Nc1ccc(C(=O)CN2C(=O)NC3(CCOc4ccccc43)C2=O)cc1 (centres undefined),-36,-17,-3,-0.3,i,0,0.1,5,7
CCc1nnc(NC(=O)CSc2ncc(-c3ccccc3)n2CC)s1,0,-5,-2,-1.8,i,-9,-0.3,2,-1
CC1(C(=O)NS(=O)(=O)c2ccc(F)cc2F)CCN1C(=O)CC1CCCCC1 (centres undefined),-4,5,-8,-0.3,i,-1,-0.3,-2,4
Cn1c(SCC(=O)NC2CCCCC2)nnc1-c1cccnc1,-6,3,-7,-0.9,i,-9,0.6,3,2
N#CC1CCCc2c1[nH]c1ccc([N+](=O)[O-])cc21 (centres undefined),13,-5,9,-0.1,i,-4,1.3,0,-2
CC(CN1CCCCC1)NC(=O)c1cc(-c2ccccn2)nc2ccc(Cl)cc12 (centres undefined),-11,-5,-2,0.6,i,-3,-0.4,1,-6
Cc1ccc2cc(CN(Cc3ccc4c(c3)OCO4)Cc3nnnn3Cc3ccco3)c(=O)[nH]c2c1C,-16,-2,2,0.3,i,2,0.3,-1,24
FC(F)Oc1ccc(NC(=S)NCc2ccccc2)cc1Cl,13,2,35,4.7,i,-4,-0.6,-2,2

compound,PABP1 MLLE inh,eLon inh,FAS-TE inh,Tb MetRS inh,Neddylation inh,MsrA act,MsrA inh,Rin1 Abl inh,CSN deneddyl inh
CCc1cc(C(=O)NNC(=S)NCc2ccccc2)cs1,-9,-13,-1,-0.2,i,-2,-0.1,2,1
O=S(=O)(NCC1CCN(c2ccc(S(=O)(=O)N3CCOCC3)cc2)CC1)c1ccccc1,1,11,3,-0.1,i,-3,-0.9,1,4
Cc1ccc(NS(=O)(=O)c2ccc(OCC(=O)NCc3cccnc3)cc2)cc1,18,8,-9,-0.7,i,-6,-0.2,-3,2
CC(=O)C1=C(c2cccc([N+](=O)[O-])c2)N(C(C)=O)n2c(C)nnc2S1,31,6,-19,-0.4,i,-5,1.2,4,-2
